Screens: PubChem BioAssay, several laboratories
hgDAF-12 ag = agonists of H. glycines DAF-12 nuclear receptor; activation, % at 6.8 µM; HEK293 GAL4-hgDAF12 UAS-luciferase reporter, agonist luminescence; normalized to butyrate control; 370,000 compounds, 1.8% hits;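 active = activation above a cutoff set at the mean of all screened compounds plus 3 SD, cut at about 10% in these data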;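 note: 0% = DMSO wells and 100% = sodium butyrate wells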
GAA850 FXN act = frataxin GAA850 promoter activation. 360,000 compounds, 0.56% hits. HEK293 lucGAA850 FXN promoter luciferase reporter, 24 h; percent of 10 µM SAHA response. AID 540364. activation, % at 6 µM;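 active = activation above the average of all compounds screened plus 3 SD, cutoff fixed separately per campaign, cut at about 7.5% in these data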;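 note: 0% = DMSO wells and 100% = 10 µM SAHA wells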
SMARCA2 act = SMARCA2 function activation, primary screen; MG213 cells, MMTV-luciferase reporter, dexamethasone, overnight; 370,000 compounds, 1% hits; AID 652017; activation, % at 9.1 µM; in the data active = activation above about 7.8%;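 note: 0% = vehicle wells and 100% = reference activator wells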
ADAM10 inh = ADAM10 inhibition, QFRET primary screen; inhibition, % at 7 µM; AID 720582; recombinant ADAM10, EDANS/DABCYL FRET peptide cleavage, 3 h; 370,000 compounds, 0.62% hits;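 active = inhibition above a per-campaign cutoff equal to the mean of compounds falling between control-based bounds plus 3 SD, cut at about 20% in these data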;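 note: 0% = DMSO wells while the 100% control is not disclosed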
Target sequence (O14672 214-748 limits assumed): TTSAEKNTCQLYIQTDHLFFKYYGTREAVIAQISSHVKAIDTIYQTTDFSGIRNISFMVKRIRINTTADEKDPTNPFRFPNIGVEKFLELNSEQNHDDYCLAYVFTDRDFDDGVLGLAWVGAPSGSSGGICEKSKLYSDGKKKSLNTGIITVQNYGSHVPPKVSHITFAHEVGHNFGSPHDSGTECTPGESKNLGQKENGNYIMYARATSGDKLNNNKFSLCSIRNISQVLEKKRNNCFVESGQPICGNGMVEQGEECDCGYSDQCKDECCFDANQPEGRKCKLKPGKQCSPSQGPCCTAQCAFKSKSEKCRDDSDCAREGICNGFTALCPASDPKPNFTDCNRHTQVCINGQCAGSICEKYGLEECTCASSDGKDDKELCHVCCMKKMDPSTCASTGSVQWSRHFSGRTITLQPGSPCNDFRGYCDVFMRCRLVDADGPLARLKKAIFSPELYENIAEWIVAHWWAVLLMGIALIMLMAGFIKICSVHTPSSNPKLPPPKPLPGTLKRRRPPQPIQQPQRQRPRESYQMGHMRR
hcDAF12 agonist = activators of H. contortus DAF-12 nuclear receptor; HEK293 hcDAF-12 lit1-tk-luc reporter, luminescence; 0% DMSO, 100% Δ7-dafachronic acid; activation, % at 6.8 µM; 370,000 compounds, 1.4% hits; AID 652067;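 active = activation above the mean of all tested compounds plus 3 SD, cut at about 5.5% in these data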;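 note: 100% = response to 3 µM Δ7-dafachronic acid high control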
DAX1 inh-1 = DAX1 (NR0B1) inhibition, primary screen | 370,000 compounds, 1.1% hits | HEK293T StAR-luciferase reporter, SF-1/DAX-1 repression relief | AID 652010 | inhibition, % at 6.8 µM;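 active = inhibition above the mean over all tested compounds plus 3 SD, cut at about 3.6% in these data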;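 note: 0% = DAX-1 cells with DMSO and 100% = cells lacking DAX-1 with DMSO; higher inhibition means more luminescence from relief of DAX-1 repression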
ADAM17 inh = inhibits human ADAM17; recombinant ADAM17, EDANS/DABCYL FRET peptide cleavage; inhibition, % at 6.95 µM; 370,000 compounds, 0.83% hits;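 active = inhibition above the mean of compounds lying between control limits plus 3 SD, set per campaign, cut at about 8.5% in these data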;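 note: 0% = DMSO-only wells as the low control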
ssDAF-12 act = S. stercoralis DAF-12 activation, primary screen. HEK293 ssDAF-12/GRIP1 lit1-tk-luc reporter, luminescence; % of 3 µM dafachronic acid response. activation, % at 6.8 µM. 370,000 compounds, 1% hits;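 active = activation above the mean over all tested compounds plus 3 SD, cut at about 0.9% in these data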;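 note: 0% = DMSO-only wells and 100% = 3 µM delta7-dafachronic acid wells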
PG9 Ab binder = binds the HIV-1 gp120 antibody PG9; 360,000 compounds, 0.43% hits; inhibition, % at 6.7 µM; TR-FRET gp120-PG9 antibody binding; in the data active = inhibition above about 8.5%
DAX1 inh-2 = inhibitors of human orphan nuclear receptor DAX1 (NR0B1). 340,000 compounds, 0.99% hits. AID 504766. HEK293 Gal4-DAX1 luciferase reporter, luminescence. inhibition, % at 6.75 µM. P51843;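 active = inhibition above the mean over all tested compounds plus 3 SD, cut at about 4.2% in these data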;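 note: 0% = DAX1-transfected cells with DMSO and 100% = empty-vector control cells with DMSO; inhibition shows as a rise in luminescence from relieved DAX1 repression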
Target sequence (P51843 207-470 limits assumed): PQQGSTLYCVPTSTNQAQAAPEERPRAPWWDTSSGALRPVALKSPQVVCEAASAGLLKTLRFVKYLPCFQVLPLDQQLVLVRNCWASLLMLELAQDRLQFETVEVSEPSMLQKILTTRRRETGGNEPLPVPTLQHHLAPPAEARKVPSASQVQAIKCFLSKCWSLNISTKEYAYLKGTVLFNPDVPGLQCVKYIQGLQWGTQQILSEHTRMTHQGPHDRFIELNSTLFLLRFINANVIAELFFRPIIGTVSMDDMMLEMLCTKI
NPR1 activator = GC-A (human) enzyme activation; 370,000 compounds, 0.14% hits; AID 1671463; activation, % at 10 µM; HEK293 GC-A cells, cGMP TR-FRET, EC30 ANP; 0% at EC30 ANP, 100% saturating ANP; in the data active = activation above about 40%
The depositor's hits bear a star; nt = not tested or not shown.

Start of the listing, in advance (nine entries):
SMILES | hgDAF-12 ag | GAA850 FXN act | SMARCA2 act | ADAM10 inh | hcDAF12 agonist | DAX1 inh-1 | ADAM17 inh | ssDAF-12 act | PG9 Ab binder | DAX1 inh-2 | NPR1 activator
O=C(OCC(=O)N1CCc2ccccc21)c1cccnc1 | -1.1 | -1.2 | -1 | 0 | 0.3 | 0.8 | -7 | -0.5 | 0.4 | -1.2 | -1
COc1ccccc1N=C1SCC(=O)N1c1ccccc1OC | 1.1 | -0.6 | -3 | -2 | 1.3 | -0.3 | 0 | -1.0 | -1.2 | -0.8 | 1
COc1ccccc1N(CC(=O)Nc1c(C)n(C)n(-c2ccccc2)c1=O)S(=O)(=O)c1ccccc1 | 0.3 | 2.8 | -1 | 5 | -0.9 | -0.1 | -1 | -1.1 | 1.2 | 0.9 | 1
CC(=O)N1CCc2c(sc(NC(=O)Cc3ccccc3)c2C#N)C1 | 1.7 | -0.3 | 0 | -6 | -1.1 | -2.9 | -4 | -0.9 | -0.4 | 0.3 | 6
FC(F)(F)c1ccc(/C=N/n2c(C3CCCCC3)n[nH]c2=S)cc1 | 3.2 | 2.2 | 1 | 15 | -1.7 | -0.3 | -2 | -1.2 | -1.9 | 3.5 | 7
CN(C)c1ccc(CN(CC2CCCO2)C(=O)c2cccs2)cc1 (centres undefined) | 1.3 | 0.4 | -1 | -5 | -0.8 | 0.5 | 0 | -1.1 | 0.4 | 0.1 | 2
Cc1csc(NC(=O)C2CCN(C(=O)CSc3nnc(C)n3Cc3ccccc3)CC2)n1 | -0.8 | -2.3 | -3 | 9 | -0.4 | 0.1 | 3 | -1.5 | 0.6 | -0.2 | 0
Cc1occc(=O)c1OCc1ccc(F)cc1 | 2.1 | 0.8 | -2 | 0 | -0.1 | 0.2 | 1 | -0.9 | -2.5 | 1.9 | -3
CN(CCOc1ccccc1)C(=O)c1ccc(OC2CCN(C(=O)C3CC3)CC2)cc1 | -1.6 | -0.5 | -4 | 5 | -3.7 | -1.8 | -1 | -1.8 | -0.6 | -2.7 | 1

The list itself, from the first entry:
SMILES | hgDAF-12 ag | GAA850 FXN act | SMARCA2 act | ADAM10 inh | hcDAF12 agonist | DAX1 inh-1 | ADAM17 inh | ssDAF-12 act | PG9 Ab binder | DAX1 inh-2 | NPR1 activator
O=C(OCC(=O)N1CCc2ccccc21)c1cccnc1 | -1.1 | -1.2 | -1 | 0 | 0.3 | 0.8 | -7 | -0.5 | 0.4 | -1.2 | -1
COc1ccccc1N=C1SCC(=O)N1c1ccccc1OC | 1.1 | -0.6 | -3 | -2 | 1.3 | -0.3 | 0 | -1.0 | -1.2 | -0.8 | 1
COc1ccccc1N(CC(=O)Nc1c(C)n(C)n(-c2ccccc2)c1=O)S(=O)(=O)c1ccccc1 | 0.3 | 2.8 | -1 | 5 | -0.9 | -0.1 | -1 | -1.1 | 1.2 | 0.9 | 1
CC(=O)N1CCc2c(sc(NC(=O)Cc3ccccc3)c2C#N)C1 | 1.7 | -0.3 | 0 | -6 | -1.1 | -2.9 | -4 | -0.9 | -0.4 | 0.3 | 6
FC(F)(F)c1ccc(/C=N/n2c(C3CCCCC3)n[nH]c2=S)cc1 | 3.2 | 2.2 | 1 | 15 | -1.7 | -0.3 | -2 | -1.2 | -1.9 | 3.5 | 7
CN(C)c1ccc(CN(CC2CCCO2)C(=O)c2cccs2)cc1 (centres undefined) | 1.3 | 0.4 | -1 | -5 | -0.8 | 0.5 | 0 | -1.1 | 0.4 | 0.1 | 2
Cc1csc(NC(=O)C2CCN(C(=O)CSc3nnc(C)n3Cc3ccccc3)CC2)n1 | -0.8 | -2.3 | -3 | 9 | -0.4 | 0.1 | 3 | -1.5 | 0.6 | -0.2 | 0
Cc1occc(=O)c1OCc1ccc(F)cc1 | 2.1 | 0.8 | -2 | 0 | -0.1 | 0.2 | 1 | -0.9 | -2.5 | 1.9 | -3
CN(CCOc1ccccc1)C(=O)c1ccc(OC2CCN(C(=O)C3CC3)CC2)cc1 | -1.6 | -0.5 | -4 | 5 | -3.7 | -1.8 | -1 | -1.8 | -0.6 | -2.7 | 1
O=C(Nc1cnc2ccccc2c1)C1COc2ccccc2O1 (centres undefined) | 14* | -0.1 | 2 | 2 | 3.3 | 1.9 | -3 | 0.0 | -1.4 | 1.8 | 0
O=C1NC2=C(C(=O)CCC2)C(c2cccc([N+](=O)[O-])c2)N1 (centres undefined) | -3.8 | 1.1 | 2 | -10 | -1.1 | 0.2 | -7 | -1.4 | -0.7 | -1.0 | 8
CSc1cccc(NC(=O)CN(c2cccc(C)c2)S(C)(=O)=O)c1 | 0.5 | 1.5 | -1 | -3 | -2.4 | -0.8 | -1 | -1.5 | 0.0 | 0.1 | -3
OC(c1cc(-c2ccc(Cl)cc2)nc2ccccc12)C1CCCCN1 (centres undefined) | 3.8 | 2.0 | -3 | -3 | -0.7 | 0.0 | -5 | -1.2 | -1.0 | 0.8 | -11
CCn1c(SCC(=O)Nc2ccc3c(c2)OCCO3)nnc1-c1ccncc1 | -2.0 | -1.3 | -2 | -2 | -1.5 | -0.6 | -2 | -1.4 | 0.9 | 6.8* | 1
O=c1c(/C=N/Nc2ccccc2)c(Sc2nnnn2-c2ccccc2)nc2ccccn12 | 12* | 5.3 | 6 | -20 | 6.3* | 0.1 | -5 | -0.2 | -1.0 | -2.5 | 5
CCN(C(=O)Cc1c(C(=O)O)n(C)c2ccccc12)c1cc(OC)ccc1OC | -0.3 | -2.0 | 0 | 3 | 0.0 | -0.1 | -4 | -0.9 | 0.8 | 0.4 | 1
O=C(Nc1cccc(Cl)c1)Nc1nnc(-c2ccccc2)o1 | 0.9 | -0.9 | -2 | -11 | 0.9 | 0.7 | -1 | -1.8 | -1.7 | 1.6 | 5
O=S1(=O)C=C(N2CCOCC2)c2ccccc21 | 1.5 | 1.9 | 3 | -4 | 1.6 | -0.7 | -2 | 0.1 | -1.1 | 0.6 | 4
COc1cc(CN2CCN(c3cccc(C)c3C)CC2)cc(Br)c1O | -2.5 | -2.6 | 0 | 24* | 0.2 | -1.1 | 9.8* | -1.6 | -2.5 | -0.5 | -5
COC(=O)CSc1ncnc2c1sc1nc(N3CCOCC3)c3c(c12)CCCC3 | -1.9 | 1.5 | 0 | 1 | -0.9 | 0.0 | -5 | -0.9 | 2.2 | 1.8 | 21
O=c1cc(N2CCc3ccccc32)[nH]c(=O)n1-c1ccccc1Cl | 0.8 | 0.4 | -1 | -2 | 2.5 | -0.1 | -3 | 0.1 | -2.5 | 0.3 | 2
O=C(Nc1cccc(Cl)c1)c1cc(S(=O)(=O)N2CCOCC2)cs1 | -2.2 | -1.4 | -3 | 11 | -1.0 | 1.7 | 2 | -1.1 | -1.0 | 0.4 | -5
COC(=O)NC1CSCC1OC(=O)CCN1C(=O)c2ccccc2C1=O (centres undefined) | 2.9 | -0.3 | -1 | -4 | -0.4 | -0.1 | -3 | -0.9 | -2.7 | 0.3 | 1
O=C(NCc1ccc(F)cc1)c1cc(-c2cccs2)on1 | 2.2 | 0.1 | 2 | -3 | -1.8 | -0.5 | -4 | -1.6 | -1.1 | 0.6 | 7
CC(=O)Nc1c2c(nn1-c1cccc(C)c1)CSC2 | -0.2 | 1.0 | 0 | 4 | -3.0 | 0.3 | 0 | -1.3 | 0.5 | 0.0 | 0
CCN(CC(=O)Nc1ccccc1C(F)(F)F)C(=O)Cc1ccc2c(c1)CCC2 | -0.3 | -0.2 | -2 | -6 | -0.8 | -1.0 | -1 | -1.3 | 0.9 | -1.1 | -1
CCCN1C(=O)C(Cc2nc3ccccc3c(=O)n2C)c2ccccc21 (centres undefined) | -1.9 | 1.9 | 0 | 8 | -2.2 | 0.3 | -4 | -1.3 | 0.3 | -0.4 | -23
C=CCN(c1ccccc1C(=O)O)S(=O)(=O)c1ccc(C)cc1 | -0.7 | 3.0 | 1 | 9 | 1.2 | 0.7 | 0 | -0.9 | -1.7 | 0.5 | 5
COCOCCn1cc(CN2CCS(=O)(=O)N(Cc3ccc(-c4cccc(CO)c4)cc3)C(C(C)C)C2=O)nn1 (centres undefined) | -0.9 | 0.0 | -2 | -4 | -0.6 | 0.4 | -5 | -1.2 | -1.2 | 1.6 | 2
CCCCCC1CCC(c2nnc(SCC(C)=O)o2)CC1 (centres undefined) | 1.5 | 1.8 | -4 | -1 | -0.7 | 0.1 | 4 | -0.9 | 0.4 | 0.8 | 2
Nc1nc2c(s1)CC(c1ccccc1)CC2 (centres undefined) | 2.0 | 0.0 | 2 | -48 | -0.3 | -1.0 | -12 | -1.0 | -0.6 | 1.5 | 1
CCCn1c2ccccc2c2cnn(CC(=O)NCCCN3CCN(c4ccccc4)CC3)c(=O)c21 | -1.9 | -2.5 | -1 | -31 | -0.7 | -0.7 | -14 | -1.4 | 0.4 | -0.2 | -8
CCn1cc(CNC(=O)CSc2nc(-c3ccc(OC)c(OC)c3)cc(C(F)(F)F)n2)c(C)n1 | -3.0 | 0.1 | 0 | -414 | -1.8 | -0.1 | -119 | -1.1 | 0.2 | -0.3 | 3
CC(C)Oc1cccc(C(=O)N2CCCC2)c1 | 0.0 | 1.9 | 0 | -2 | 1.2 | 0.0 | 0 | 1.1* | -2.5 | -1.3 | -1
C=CCn1c(SCC(=O)Nc2cc(C)ccc2OC)nnc1-c1ccco1 | 0.1 | -1.9 | -2 | -1 | -1.9 | -0.4 | -2 | -1.4 | 1.2 | -2.1 | -7
NS(=O)(=O)c1ccc(Sc2ccccn2)c([N+](=O)[O-])c1 | -1.2 | 2.6 | -2 | 2 | 0.4 | -0.1 | -2 | -0.2 | -0.6 | nt | -4
Cc1ncsc1C(=O)Nc1nc2c(s1)CC(C)CC2 (centres undefined) | 13* | 6.2 | 5 | -1 | 3.1 | 2.8 | -2 | 0.3 | 0.6 | 0.9 | 4
CN(CC(=O)Nc1cccc(F)c1)C(=O)c1cc(-c2ccccc2)nc2ccccc12 | -1.5 | 0.3 | 0 | 12 | -1.9 | -0.9 | 4 | -1.2 | -1.7 | -0.7 | 2
CCCCN(C(=O)c1ccc(S(=O)(=O)N(C)c2ccccc2)cc1)c1c(N)n(CCC)c(=O)[nH]c1=O | 0.9 | -0.2 | 0 | -14 | 0.2 | 4.4* | -2 | -1.0 | 1.5 | 0.8 | -1
CN1CCN(C(=O)c2ccc(-c3ccc(F)c(F)c3)c3ccoc23)CC1 | 0.6 | 2.5 | -2 | 1 | -0.5 | 0.8 | 0 | -0.8 | -0.1 | nt | 2
O=C(CSc1ccc2nnc(-c3ccccc3)n2n1)NCC1CCCO1 (centres undefined) | -0.2 | -1.2 | 3 | -108 | -1.9 | 1.0 | -39 | -1.1 | -1.3 | 1.4 | 0
CC(=O)c1cccc(OCC(=O)c2cc(C)n(-c3cc(C)on3)c2C)c1 | -0.9 | 0.4 | -5 | -2 | -3.0 | -1.5 | -3 | -1.6 | 0.5 | 0.2 | 3
